MazEF act – activators of E. coli MazEF toxin-antitoxin RNase, primary screen, biochemical, fluorescence, uHTS; FAM/BHQ RNA-DNA oligo cleavage fluorescence, 5 h; activation, % at 20 µM; 350,000 compounds, 0.32% hits; AID 504720, 2011; in the data active = activation above about 50%
Target sequence (P0AE70 whole entry, looked up): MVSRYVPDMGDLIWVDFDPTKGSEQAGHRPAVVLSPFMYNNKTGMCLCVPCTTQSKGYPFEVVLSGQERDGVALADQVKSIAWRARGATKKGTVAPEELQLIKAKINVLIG
Mtb BioA inh – M. tuberculosis BioA enzyme inhibitors, primary screen, biochemical, plate reader, single point, HTS. AID 602481, 2012. 360,000 compounds, 0.096% hits. purified M. tuberculosis BioA enzyme. 7,8-diaminopelargonic acid synthase BioA (Mycobacterium tuberculosis). inhibition, % at 9.99 µM; in the data active = inhibition above about 40%; inconclusive = no clear call, values can overlap the other calls
FBA Mtb inh – Mtb FBA enzyme inhibitors, primary screen, biochemical, fluorescence, strain H37Rv | purified M. tuberculosis FBA, fluorescence read-out | 360,000 compounds, 2.3% hits | AID 588726, 2011 | inhibition, % at 1 µM; in the data active = inhibition above about 27%;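 also: 0% = vehicle and 100% = reference inhibitor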
Target sequence (P9WQA3 whole entry, looked up): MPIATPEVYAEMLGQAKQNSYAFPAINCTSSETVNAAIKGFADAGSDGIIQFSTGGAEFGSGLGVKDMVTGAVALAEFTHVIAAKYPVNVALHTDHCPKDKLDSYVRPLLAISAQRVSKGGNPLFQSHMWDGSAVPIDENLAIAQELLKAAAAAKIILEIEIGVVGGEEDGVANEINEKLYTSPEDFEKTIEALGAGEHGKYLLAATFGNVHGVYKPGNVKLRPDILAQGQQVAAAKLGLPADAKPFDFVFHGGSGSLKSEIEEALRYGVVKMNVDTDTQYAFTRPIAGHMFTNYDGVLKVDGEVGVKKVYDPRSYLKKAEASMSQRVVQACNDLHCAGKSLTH
DUSP3 inh – VHR1 phosphatase inhibitors, primary screen, biochemical, absorbance, uHTS; 290,000 compounds, 0.52% hits; recombinant VHR phosphatase, pNPP absorbance; inhibition, % at 13.3 µM; AID 1654, 2009; in the data active = inhibition above about 50%; also: some compounds called inactive have numbers as strong as hits
Target sequence (P51452 whole entry, looked up): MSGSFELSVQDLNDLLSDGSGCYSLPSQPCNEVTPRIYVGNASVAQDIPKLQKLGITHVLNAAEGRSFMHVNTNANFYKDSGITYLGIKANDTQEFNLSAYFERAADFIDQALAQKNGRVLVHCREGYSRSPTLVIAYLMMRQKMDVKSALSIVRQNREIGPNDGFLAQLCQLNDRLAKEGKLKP
BoNT-F LC inh – BoNT/F light chain protease inhibitors, primary screen, biochemical, flow cytometry, MLPCN library. Multiplex microsphere protease cleavage assay. 360,000 compounds, 0.22% hits. inhibition, % at 10 µM. Botulinum neurotoxin type F light chain protease (Clostridium botulinum). AID 588497, 2011; in the data active = inhibition above about 35%, passing the limit was not always enough; inconclusive = no clear call, values can overlap the other calls; also: plate controls were buffer without enzyme for full effect and enzyme alone for no effect
GDH-TPI inh – GDH-TPI coupling enzyme inhibitors, primary screen, artefact control for M. tuberculosis FBA inhibitor project, biochemical, absorbance, full deck. GDH-TPI coupled enzyme counterscreen, NADH absorbance. inhibition, % at 4.8 µM. 360,000 compounds, 1.2% hits. AID 588335, 2011;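 also: 0% = DMSO wells and 100% = wells lacking the enzyme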
UGM FP inh – M. tuberculosis UGM enzyme inhibitors, primary screen, biochemical, fluorescence polarization, single point. inhibition, % at 10 µM. UDP-galactopyranose mutase (Mycobacterium tuberculosis (strain ATCC 25618 / H37Rv)), …. purified UGM, fluorescence polarization probe displacement. 320,000 compounds, 0.06% hits; in the data active = inhibition above about 10%, passing the limit was not always enough; inconclusive = no clear call, values can overlap the other calls
Target sequence (P9WIQ1 whole entry, looked up): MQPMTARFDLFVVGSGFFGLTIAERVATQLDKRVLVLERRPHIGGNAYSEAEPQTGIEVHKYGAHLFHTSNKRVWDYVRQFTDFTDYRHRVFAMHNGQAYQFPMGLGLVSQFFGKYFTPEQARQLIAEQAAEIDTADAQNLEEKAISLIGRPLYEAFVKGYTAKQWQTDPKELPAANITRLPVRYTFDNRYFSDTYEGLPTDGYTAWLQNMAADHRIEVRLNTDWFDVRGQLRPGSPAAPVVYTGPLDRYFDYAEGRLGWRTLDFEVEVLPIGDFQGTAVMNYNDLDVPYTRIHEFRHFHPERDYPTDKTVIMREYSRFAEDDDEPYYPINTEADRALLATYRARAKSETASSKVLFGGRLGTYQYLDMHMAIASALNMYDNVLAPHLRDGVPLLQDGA
Rv3671c protease – Rv3671c serine protease inhibitors, primary screen, biochemical, fluorescence polarization, M. tuberculosis H37Rv; 320,000 compounds, 0.048% hits; P9WHR9; AID 2606, 2010; inhibition, % at 5.96 µM; in the data active = inhibition above about 38%;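 also: extracellular domain of Rv3671c used as enzyme; 0% = enzyme with DMSO and 100% = no enzyme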
FadD28 binding – inhibitors of FadD28 bisubstrate probe binding, primary screen, biochemical, fluorescence polarization, single point | inhibition, % at 12.5 µM | 360,000 compounds, 0.22% hits; in the data active = inhibition above about 8.5%, passing the limit was not always enough; inconclusive = no clear call, values can overlap the other calls
CCHFV vOTU inh – CCHFV vOTU protease inhibitors, primary screen, biochemical, Pep-AMC substrate, fluorescence; AID 651958, 2012; inhibition, % at 11.5 µM; 370,000 compounds, 0.55% hits; also: 0% = vehicle wells with enzyme and 100% = no enzyme wells
* marks the source's active call; other numbers are inactive results. Rule as the data show it, unless noted: active = inhibition above about 30%; inactive = the rest.

`COc1ccc(N2CCN(C(=O)Cn3cnc4c3c(=O)n(C)c(=O)n4C)CC2)cc1` gave MazEF act -2, FBA Mtb inh -1, DUSP3 inh 19, BoNT-F LC inh 0, GDH-TPI inh 6, UGM FP inh 0.1, Rv3671c protease 3, FadD28 binding -2.8 and CCHFV vOTU inh -11.
Screening COc1cc(/C=N/NC(=O)c2cccc(S(=O)(=O)N3CCCC3)c2)cc(OC)c1O returned MazEF act 3, FBA Mtb inh -1, BoNT-F LC inh -3, GDH-TPI inh 29, UGM FP inh -1.2, Rv3671c protease 7, FadD28 binding 1.2 and CCHFV vOTU inh -4.
For COc1ccc(Nc2nc(-c3cccs3)nc3ccccc23)cc1S(=O)(=O)N1CCOCC1 the results were MazEF act -9, Mtb BioA inh 0.2, FBA Mtb inh 5, BoNT-F LC inh -6, GDH-TPI inh 21, UGM FP inh -4.4, Rv3671c protease -142, FadD28 binding -21 and CCHFV vOTU inh -11.
For CCN(c1ccccc1)S(=O)(=O)c1ccc(C(=O)NCCCn2ccnc2)cc1 the results were MazEF act -3, Mtb BioA inh -0.5, FBA Mtb inh 0, DUSP3 inh 23, BoNT-F LC inh -6, GDH-TPI inh 2, UGM FP inh -1.4, Rv3671c protease 3, FadD28 binding -1.4 and CCHFV vOTU inh -6.
For O=[N+]([O-])c1ccc(Sc2ccccc2)nc1 the results were MazEF act -1, Mtb BioA inh 1.0, FBA Mtb inh 0, DUSP3 inh -10, BoNT-F LC inh 2, GDH-TPI inh 18, UGM FP inh 4.0, Rv3671c protease 0, FadD28 binding -3.6 and CCHFV vOTU inh -7.
Screening CCOc1ccc(NC(=O)CSc2nnc(Cc3ccccc3)c(=O)n2N)cc1 returned MazEF act -2, Mtb BioA inh 1.7, FBA Mtb inh 3, BoNT-F LC inh 8, GDH-TPI inh 9, UGM FP inh -3.5, Rv3671c protease 0, FadD28 binding -1.2 and CCHFV vOTU inh 9.
`Cc1ccc(C(=O)C(c2ccccc2)N2Cc3ccccc3C2=N)cc1` (configuration not stated) gave MazEF act -10, FBA Mtb inh 20, DUSP3 inh -3, BoNT-F LC inh 6, GDH-TPI inh 1, UGM FP inh 0.1, Rv3671c protease -18 and FadD28 binding -0.3.
For COc1ccc(/C(C)=N/Nc2cccc(C(=O)O)c2)cc1OC the results were MazEF act -1, Mtb BioA inh 2.4, FBA Mtb inh 1, DUSP3 inh 5, BoNT-F LC inh -5, GDH-TPI inh 3, UGM FP inh -0.8, Rv3671c protease 11, FadD28 binding 0.2 and CCHFV vOTU inh -13.
Screening Nc1ccc(Sc2ccccc2)nc1 returned MazEF act 5, FBA Mtb inh 5, BoNT-F LC inh -12, GDH-TPI inh 5, UGM FP inh -2.1, Rv3671c protease 1, FadD28 binding -0.7 and CCHFV vOTU inh -13.
Cc1onc(-c2ccccc2)c1C(=O)Nc1nnc(N2CCCCCC2)s1 was read as MazEF act 11, Mtb BioA inh -0.4, FBA Mtb inh 3, DUSP3 inh -6, BoNT-F LC inh -2, GDH-TPI inh 17, UGM FP inh 2.7, Rv3671c protease 2, FadD28 binding -0.6 and CCHFV vOTU inh 8.
Screening O=C(NC1CCCCC1)c1cc(S(=O)(=O)N2CCCC2)ccc1Cl returned MazEF act 3, Mtb BioA inh -1.6, FBA Mtb inh 104*, DUSP3 inh 36, BoNT-F LC inh -6, GDH-TPI inh 0, UGM FP inh -0.3, Rv3671c protease 1, FadD28 binding -3.8 and CCHFV vOTU inh 22.
CC1C/C(=C/c2cccn2C)C(=O)/C(=C/c2cccn2C)C1 (configuration not stated) was read as MazEF act active, Mtb BioA inh -3.8, FBA Mtb inh -10, DUSP3 inh -25, BoNT-F LC inh 5, GDH-TPI inh 12, UGM FP inh -2.7, Rv3671c protease -34, FadD28 binding -0.9 and CCHFV vOTU inh -7.
CN1CCN(c2ccc(NC(=O)c3ccc4c(c3)OCCO4)cc2Cl)CC1 was read as MazEF act 1, FBA Mtb inh 1, DUSP3 inh 31, BoNT-F LC inh 0, GDH-TPI inh -3, UGM FP inh -1.3, Rv3671c protease 4, FadD28 binding 0.2 and CCHFV vOTU inh 4.
Screening Cc1ccc([N+](=O)[O-])cc1NC(=O)C1CCCC1 returned MazEF act 7, Mtb BioA inh -0.9, FBA Mtb inh 1, DUSP3 inh 1, BoNT-F LC inh 32, GDH-TPI inh 0, UGM FP inh -0.8, Rv3671c protease 6, FadD28 binding -4.1 and CCHFV vOTU inh 7.
`Cc1ccccc1CN1CCNCC1` gave MazEF act -6, Mtb BioA inh -0.7, FBA Mtb inh 1, DUSP3 inh 26, BoNT-F LC inh 2, GDH-TPI inh -1, UGM FP inh 2.7, Rv3671c protease 0, FadD28 binding -2.0 and CCHFV vOTU inh 1.
CCn1cc(/C=C2/SC(=S)NC2=O)c(C)n1 was read as MazEF act 6, FBA Mtb inh 3, DUSP3 inh 4, BoNT-F LC inh -2, GDH-TPI inh 5, UGM FP inh 2.0, Rv3671c protease 5, FadD28 binding 2.0 and CCHFV vOTU inh 1.
For CCN(CC)S(=O)(=O)c1ccc(NC2CCN(Cc3ccccc3)CC2)nc1 the results were MazEF act 6, Mtb BioA inh -1.7, FBA Mtb inh 2, DUSP3 inh 8, BoNT-F LC inh 0, GDH-TPI inh 0, UGM FP inh -0.7, Rv3671c protease 4, FadD28 binding -0.8 and CCHFV vOTU inh 3.
`Cc1nn(C)c(=O)n1-c1ccc(OCc2ccccc2)cc1` gave MazEF act 2, Mtb BioA inh -0.1, FBA Mtb inh 0, DUSP3 inh -4, BoNT-F LC inh -4, GDH-TPI inh -7, UGM FP inh 1.9, Rv3671c protease -1 and FadD28 binding -1.6.
Screening COc1ccccc1CNC(=O)Cn1cc([N+](=O)[O-])ccc1=O returned MazEF act -5, Mtb BioA inh -0.4, FBA Mtb inh 3, DUSP3 inh 1, BoNT-F LC inh 3, GDH-TPI inh 9, UGM FP inh -3.4, Rv3671c protease -11, FadD28 binding -0.9 and CCHFV vOTU inh 1.
`CC(=O)N1CCc2cc(S(=O)(=O)NCCC(=O)NCCc3ccc(C)cc3)ccc21` gave MazEF act 3, Mtb BioA inh -0.3, FBA Mtb inh 3, DUSP3 inh -4, BoNT-F LC inh -16, GDH-TPI inh 10, UGM FP inh 1.1, Rv3671c protease -3, FadD28 binding -1.0 and CCHFV vOTU inh 14.
Screening Cc1ccc(CN2C(=O)C(=O)N(CC(N)=O)C2=O)cc1 returned MazEF act 1, Mtb BioA inh -0.5, FBA Mtb inh 3, DUSP3 inh 7, BoNT-F LC inh -7, GDH-TPI inh 9, UGM FP inh -0.4, Rv3671c protease -1, FadD28 binding 0.2 and CCHFV vOTU inh 3.
Cc1ccc(NC(=O)N2C3CCCC2CC(NC(=O)C2CC2)C3)cc1 (configuration not stated) was read as MazEF act 5, Mtb BioA inh -0.5, FBA Mtb inh 1, DUSP3 inh -30, BoNT-F LC inh 1, GDH-TPI inh -4, UGM FP inh -0.2, Rv3671c protease 6, FadD28 binding 0.1 and CCHFV vOTU inh 11.
CC(C)C(=O)Nc1cccc(C(=O)Nc2ccc(S(=O)(=O)N3CCOCC3)cc2)c1 was read as MazEF act 160*, Mtb BioA inh 0.5, FBA Mtb inh -1, DUSP3 inh 9, BoNT-F LC inh 4, GDH-TPI inh -16, UGM FP inh 0.6, Rv3671c protease -5, FadD28 binding -7.2 and CCHFV vOTU inh -14.
For Cc1cc2nc(/C=C/c3cccnc3)[nH]c2cc1C the results were MazEF act 7, Mtb BioA inh 7.6, FBA Mtb inh active, DUSP3 inh -4, BoNT-F LC inh inconclusive, GDH-TPI inh 45*, UGM FP inh -0.3, FadD28 binding -6.5 and CCHFV vOTU inh -347.

Copied from the listing for reference:
CC(C)C(=O)Nc1cccc(C(=O)Nc2ccc(S(=O)(=O)N3CCOCC3)cc2)c1 was read as MazEF act 160*, Mtb BioA inh 0.5, FBA Mtb inh -1, DUSP3 inh 9, BoNT-F LC inh 4, GDH-TPI inh -16, UGM FP inh 0.6, Rv3671c protease -5, FadD28 binding -7.2 and CCHFV vOTU inh -14.
For Cc1cc2nc(/C=C/c3cccnc3)[nH]c2cc1C the results were MazEF act 7, Mtb BioA inh 7.6, FBA Mtb inh active, DUSP3 inh -4, BoNT-F LC inh inconclusive, GDH-TPI inh 45*, UGM FP inh -0.3, FadD28 binding -6.5 and CCHFV vOTU inh -347.

(next part)
`CCc1ccc(C2C(=O)c3ccccc3C2=O)cc1` gave MazEF act 4, Mtb BioA inh -1.7, FBA Mtb inh 1, GDH-TPI inh 21, UGM FP inh -1.1, Rv3671c protease -4, FadD28 binding -0.6 and CCHFV vOTU inh 5.
`Cc1ccc(Nc2nnc(SCC(=O)c3ccc(O)cc3O)s2)cc1` gave MazEF act -10, Mtb BioA inh -0.6, FBA Mtb inh 1, DUSP3 inh 3, BoNT-F LC inh -4, GDH-TPI inh 22, UGM FP inh -3.3, Rv3671c protease 3, FadD28 binding -2.1 and CCHFV vOTU inh 1.
`Cn1ccnc1CC(C)(O)c1ccccc1` (configuration not stated) gave MazEF act 6, Mtb BioA inh -0.4, FBA Mtb inh 4, BoNT-F LC inh 2, GDH-TPI inh -3, FadD28 binding 0.3 and CCHFV vOTU inh -3.
For O=C(Nc1ccccc1C(F)(F)F)C1CCN(C(=O)c2cccs2)CC1 the results were MazEF act 12, Mtb BioA inh 9.4, FBA Mtb inh -2, DUSP3 inh 5, BoNT-F LC inh 3, GDH-TPI inh -2, UGM FP inh -1.1, Rv3671c protease -1, FadD28 binding -3.8 and CCHFV vOTU inh 6.
For CC(C)c1ccc(NC(=O)COC(=O)c2nn(C)c(=O)c3ccccc23)cc1 the results were MazEF act 0, Mtb BioA inh -6.0, FBA Mtb inh 7, BoNT-F LC inh -3, GDH-TPI inh -3, UGM FP inh 3.2, Rv3671c protease 3, FadD28 binding 0.6 and CCHFV vOTU inh 4.
`CCCC12C(=O)C(C)(C(c3ccccc3)=C1c1ccccc1)C1C(=O)N(c3ccc(C)cc3)C(=O)C12` (configuration not stated) gave MazEF act -2, FBA Mtb inh 3, DUSP3 inh -6, BoNT-F LC inh 0, GDH-TPI inh 9, UGM FP inh -1.4, Rv3671c protease -12, FadD28 binding -0.4 and CCHFV vOTU inh 5.
For COc1cc(/C=N/NC(=O)c2ccc(CN3C(=O)c4cccc5cccc3c45)cc2)cc(OC)c1O the results were MazEF act 0, Mtb BioA inh -2.0, FBA Mtb inh -2, DUSP3 inh -5, BoNT-F LC inh 5, GDH-TPI inh 17, UGM FP inh 1.8, Rv3671c protease -8, FadD28 binding -9.0 and CCHFV vOTU inh -7.
Screening CN(C)S(=O)(=O)c1cccc(-c2nnc3n2CCCCC3)c1 returned MazEF act 4, FBA Mtb inh 0, DUSP3 inh 7, BoNT-F LC inh -4, GDH-TPI inh 2, UGM FP inh -0.1, Rv3671c protease -10, FadD28 binding -1.1 and CCHFV vOTU inh 6.
For CCOc1ccc(NC(=O)Cc2ccccc2)c([N+](=O)[O-])c1 the results were MazEF act 2, Mtb BioA inh -1.7, FBA Mtb inh -5, DUSP3 inh 6, BoNT-F LC inh -1, GDH-TPI inh 1, UGM FP inh -2.9, Rv3671c protease 9, FadD28 binding -2.6 and CCHFV vOTU inh 3.
Screening COc1ccc(NC(=O)C(Cc2ccccc2)NC(=O)c2ccco2)cc1OC (configuration not stated) returned MazEF act 0, FBA Mtb inh 0, DUSP3 inh -2, BoNT-F LC inh -6, GDH-TPI inh 3, UGM FP inh 1.0, Rv3671c protease 1, FadD28 binding -3.0 and CCHFV vOTU inh -2.

Random draw from the library; 4.9% or so of the library scored in one or more.
